ABCB6 inh MLPCN = blocks the human ABCB6 transporter. Q9NP58. K562-ABCB6 porphyrin accumulation, flow cytometry, 1 h; hits give low values. fluorescence ratio to DMSO, % at 10 µM. 360,000 compounds, 0.19% hits;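 active means fluorescence ratio to DMSO below 75%, the collection mean minus 3 SD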;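 further: signal is porphyrin accumulated inside mitochondria; 100% equals median channel fluorescence of DMSO control wells; lower ratio means ABCB6 inhibition with less porphyrin fluorescence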
Target sequence (Q9NP58 whole entry, looked up): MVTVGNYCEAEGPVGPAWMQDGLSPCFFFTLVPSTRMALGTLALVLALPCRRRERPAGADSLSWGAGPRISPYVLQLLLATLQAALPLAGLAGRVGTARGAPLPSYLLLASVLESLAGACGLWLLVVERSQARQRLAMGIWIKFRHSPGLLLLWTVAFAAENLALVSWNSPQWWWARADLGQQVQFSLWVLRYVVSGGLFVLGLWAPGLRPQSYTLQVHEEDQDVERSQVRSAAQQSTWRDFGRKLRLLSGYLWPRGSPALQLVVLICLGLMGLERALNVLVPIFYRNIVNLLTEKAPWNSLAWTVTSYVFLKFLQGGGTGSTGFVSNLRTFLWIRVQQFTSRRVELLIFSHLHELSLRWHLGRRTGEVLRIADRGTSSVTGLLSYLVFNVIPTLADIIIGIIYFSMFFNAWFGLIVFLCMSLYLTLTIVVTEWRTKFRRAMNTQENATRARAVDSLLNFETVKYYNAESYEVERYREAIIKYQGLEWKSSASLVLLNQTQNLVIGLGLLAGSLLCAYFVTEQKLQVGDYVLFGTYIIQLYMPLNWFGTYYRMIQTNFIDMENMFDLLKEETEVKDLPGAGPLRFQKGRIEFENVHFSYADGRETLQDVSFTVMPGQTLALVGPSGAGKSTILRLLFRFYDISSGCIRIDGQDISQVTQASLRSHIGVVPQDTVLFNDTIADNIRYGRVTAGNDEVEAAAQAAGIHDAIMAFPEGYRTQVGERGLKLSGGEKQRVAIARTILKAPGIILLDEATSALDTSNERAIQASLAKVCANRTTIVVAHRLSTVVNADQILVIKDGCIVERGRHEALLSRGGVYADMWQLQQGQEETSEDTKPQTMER
aDG glyco act = alpha-DG glycosylation activation. AID 624168. 360,000 compounds, 0.22% hits. activation, % at 10 µM. Pro5-aDG cells, alpha-DG glycosylation AlphaScreen (IIH6); 0% Pro5, 100% B10-LARGE cell signal;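 active means activation of at least 8% versus controls, or a plate z-score of at least 8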;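 further: Pro5 are CHO cells carrying HIG-tagged alpha-DG that lacks glycosylation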
MC4R ag barr = activates human MC4R beta-arrestin recruitment; U2OS MC4R beta-arrestin complementation, luminescence; percent of melanotan II response, DMSO zero; activation, % at 8.9 µM; P32245; 360,000 compounds, 0.98% hits;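 active means activation above a per-plate cutoff, the mean activation of sample wells on that plate plus 3 SD, cut at about 8% in these data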
ABHD5 PLIN5 PPI = inhibitors of human ABHD5-perilipin-5 interaction; inhibition, % at 4 µM; 360,000 compounds, 0.78% hits; Split G. princeps luciferase complementation, luminescence, 4 h;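 active means inhibition above the mean inhibition across every tested compound plus 3 SD, cut at about 22% in these data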;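 further: 0% = DMSO only wells and the 100% control is not disclosed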
MC4R antag cAMP = blocks human MC4R cAMP signaling; P32245; MC4R-expressing cells, MTII-stimulated cAMP, LANCE TR-FRET; inhibition, % at 6.5 µM; 360,000 compounds, 0.48% hits;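 active means inhibition above its plate's cutoff, the mean of tested wells on that plate plus 3 SD, cut at about 29% in these data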;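 further: 0% = Melanotan II alone and 100% = Melanotan II plus saturating MCL0020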
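Assay system: human MC4R-expressing U2OS cells; reagent: Melanotan II stimulation of cells; dosing: 6.5 µM single dose; timing: compound 30 min, challenge 1 h, detection 1 h; signal: TR-FRET cAMP assay; replicates: one well per compound, no replicates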
Vif imaging = HIV Vif inhibition; HEK293T cells, Vif self-association by quenched fluorescence, imaging, 24 h; inhibition, % at 7.49 µM; 340,000 compounds, 0.35% hits; AID 602346; in the data active means inhibition above about 50%, passing the limit was not always enough; further: some results filed as inactive read as strong as hits
TLR9-MyD88 block = TLR9-MyD88 interaction inhibition; Q9NR96+Q99836; CHO BLA complementation TLR9-MyD88, CCF4 FRET ratio; inhibition, % at 4.98 µM; 340,000 compounds, 0.21% hits;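 active means inhibition above the mean over all tested compounds plus 3 SD, cut at about 21% in these data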;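 further: 0% = DMSO only wells and 100% = clavulanate BLA inhibitor control wells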
N-glyco inh = N-linked glycosylation inhibition; AID 588692; reporter increase, % at 12.5 µM; D54 ERlucT glycosylation luciferase reporter, 24 h; percent of 100 nM tunicamycin response; 360,000 compounds, 0.23% hits;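 active means mean luciferase reporter signal, scaled so untreated is 0 and the glycosylation-blocking control 100, at or above a set limit in every replicate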;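 further: luciferase carries N-glycosylation sites so blocking glycosylation raises the light; 0% = median of neutral control wells and 100% = median of 100 nM tunicamycin wells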
NOD2-RIPK2 inh = inhibitors of human NOD2-RIPK2 interaction | O43353 | CHO BLA complementation NOD2-RIPK2, CCF4 ratio | inhibition, % at 4.98 µM | 360,000 compounds, 0.38% hits | AID 624267; in the data active means inhibition above about 21%;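 further: 0% = vehicle only and 100% = reference blocker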
Exocytosis inh = lytic granule exocytosis inhibition; TALL-104 LAMP-1 surface exposure, flow cytometry; cells stimulated with thapsigargin and PMA; inhibition, % at 10 µM; 360,000 compounds, 0.66% hits;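 active means inhibition above about 55%, limit read from the data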
Numbers without * were called inactive. This is a subset; count on the stated rates, not on these rows.

`O=C(Nc1ccc2c(c1)OCO2)c1ccc(=O)[nH]n1` gave ABCB6 inh MLPCN 96.0, aDG glyco act -0.2, MC4R ag barr 1.7, ABHD5 PLIN5 PPI 1.3, MC4R antag cAMP -5.0, Vif imaging 4.0, TLR9-MyD88 block 3.6, N-glyco inh 0.7, NOD2-RIPK2 inh -19.4 and Exocytosis inh -5.9.
O=C(N/N=C/c1ccncc1)c1sc2ccccc2c1Cl was read as ABCB6 inh MLPCN 98.0, aDG glyco act -0.3, MC4R ag barr -2.1, ABHD5 PLIN5 PPI -0.2, MC4R antag cAMP 1.6, Vif imaging 1.4, TLR9-MyD88 block -5.8, N-glyco inh 0.9, NOD2-RIPK2 inh -2.4 and Exocytosis inh -2.3.
For COC(=O)[C@]1(Cc2ccccc2)N[C@H](CN(C)C(=O)Nc2ccc(OC)cc2)[C@@H]2C(=O)N(Cc3ccccc3)C(=O)[C@@H]21 the results were ABCB6 inh MLPCN 94.0, aDG glyco act -0.2, MC4R ag barr -0.7, ABHD5 PLIN5 PPI -0.4, MC4R antag cAMP 1.4, Vif imaging -23.6, TLR9-MyD88 block -4.5, N-glyco inh 2.9, NOD2-RIPK2 inh 1.9 and Exocytosis inh -2.5.
Screening COc1ccc(CNC(=O)c2cc(=O)c3cc(C)c(C)cc3o2)cc1 returned ABCB6 inh MLPCN 99.0, aDG glyco act -0.3, MC4R ag barr -0.5, ABHD5 PLIN5 PPI 2.5, MC4R antag cAMP 2.3, Vif imaging 8.6, TLR9-MyD88 block 3.5, N-glyco inh -0.8, NOD2-RIPK2 inh 0.1 and Exocytosis inh 1.3.
`CC(=O)Nc1ccc(S(=O)(=O)N(CC(=O)Nc2cc(C)on2)Cc2ccc(F)cc2)cc1` gave ABCB6 inh MLPCN 97.0, aDG glyco act -0.2, MC4R ag barr 0.1, ABHD5 PLIN5 PPI -0.8, MC4R antag cAMP 12.3, Vif imaging -3.8, TLR9-MyD88 block 0.4, N-glyco inh 0.6, NOD2-RIPK2 inh 4.5 and Exocytosis inh -4.6.
Screening Cc1ccc(N(C(=O)c2csnn2)C(C(=O)NC2CCCC2)c2ccncc2)c(C)c1 (configuration not stated) returned ABCB6 inh MLPCN 103.0, aDG glyco act -0.1, MC4R ag barr -0.6, ABHD5 PLIN5 PPI -6.7, MC4R antag cAMP 5.9, Vif imaging 7.2, TLR9-MyD88 block 2.5, N-glyco inh 0.9, NOD2-RIPK2 inh 9.0 and Exocytosis inh 12.4.
Cc1ccc(C2(c3ccccc3)NC(=O)N(CC(=O)NC3CCCCC3)C2=O)cc1C (configuration not stated) was read as ABCB6 inh MLPCN 98.0, aDG glyco act 0.4, MC4R ag barr 1.2, ABHD5 PLIN5 PPI -1.8, MC4R antag cAMP 4.6, Vif imaging -7.1, TLR9-MyD88 block 18.6, N-glyco inh 8.2, NOD2-RIPK2 inh 20.5 and Exocytosis inh 2.2.
Screening C=CCN(c1ccccc1OC)S(=O)(=O)c1cccc(C(=O)OCC(=O)N2CC(C)OC(C)C2)c1 (configuration not stated) returned ABCB6 inh MLPCN 94.0, aDG glyco act -0.2, MC4R ag barr -1.3, ABHD5 PLIN5 PPI 3.7, MC4R antag cAMP 3.0, Vif imaging -0.5, TLR9-MyD88 block 3.8, N-glyco inh 0.1, NOD2-RIPK2 inh -6.0 and Exocytosis inh -1.2.
Cn1c(SCC(=O)NCc2ccc3c(c2)OCO3)ncc(C(=O)Nc2ccc(F)cc2)c1=O was read as ABCB6 inh MLPCN 92.0, aDG glyco act 0.4, MC4R ag barr 0.3, ABHD5 PLIN5 PPI 8.6, MC4R antag cAMP 6.7, Vif imaging 12.0, TLR9-MyD88 block 0.8, N-glyco inh 6.3, NOD2-RIPK2 inh -1.0 and Exocytosis inh 0.0.
`O=C(c1nc2ccccn2c1CNCCCn1nnc2ccccc21)N1CCOCC1` gave ABCB6 inh MLPCN 93.0, aDG glyco act 0.2, MC4R ag barr -0.8, ABHD5 PLIN5 PPI 2.4, MC4R antag cAMP 9.9, Vif imaging -13.1, TLR9-MyD88 block -4.0, N-glyco inh 0.2, NOD2-RIPK2 inh 6.0 and Exocytosis inh -2.9.
Cc1ccccc1Nc1nc(N)nc(COC(=O)[C@@H](NC(=O)c2ccco2)C(C)C)n1 was read as ABCB6 inh MLPCN 95.0, aDG glyco act -0.1, MC4R ag barr -1.5, ABHD5 PLIN5 PPI 1.7, MC4R antag cAMP -0.6, Vif imaging 1.5, TLR9-MyD88 block -2.5, N-glyco inh 1.4, NOD2-RIPK2 inh -10.0 and Exocytosis inh 6.0.
Screening COc1ccc(S(=O)(=O)N2CCC(C(=O)N3CCCCC3)CC2)cc1 returned ABCB6 inh MLPCN 97.0, aDG glyco act -0.1, MC4R ag barr -0.2, ABHD5 PLIN5 PPI 9.1, MC4R antag cAMP 0.7, Vif imaging 6.6, TLR9-MyD88 block 4.4, N-glyco inh 1.1, NOD2-RIPK2 inh 0.7 and Exocytosis inh 1.0.
Screening Cc1ccc(C(=O)OCC(=O)Nc2c(Cl)cc(S(N)(=O)=O)cc2Cl)o1 returned ABCB6 inh MLPCN 96.0, aDG glyco act -0.1, MC4R ag barr 0.3, ABHD5 PLIN5 PPI -0.6, MC4R antag cAMP 10.9, Vif imaging -2.9, TLR9-MyD88 block 5.3, N-glyco inh -0.4, NOD2-RIPK2 inh -9.7 and Exocytosis inh 11.5.
`O=C1c2ccccc2C(=O)N1CCCN1C(=O)c2ccccc2C1=O` gave ABCB6 inh MLPCN 100.0, aDG glyco act 0.1, MC4R ag barr 1.5, ABHD5 PLIN5 PPI -1.0, MC4R antag cAMP 15.3, Vif imaging -1.0, TLR9-MyD88 block -6.4, N-glyco inh 1.2, NOD2-RIPK2 inh -4.5 and Exocytosis inh 9.9.
`O=C(NCC(=O)N1CCN(C(c2ccccc2)c2ccccc2)CC1)c1ccc(Br)o1` gave ABCB6 inh MLPCN 94.0, aDG glyco act 0.1, MC4R ag barr 1.9, ABHD5 PLIN5 PPI 7.7, MC4R antag cAMP 12.4, Vif imaging -0.2, TLR9-MyD88 block -8.2, N-glyco inh 0.0, NOD2-RIPK2 inh 0.0 and Exocytosis inh 10.1.
Screening CCCn1c(-c2ccccc2)nc2c(=O)n(C)c(=O)[nH]c21 returned ABCB6 inh MLPCN 101.0, aDG glyco act -0.2, MC4R ag barr 0.6, ABHD5 PLIN5 PPI 3.3, MC4R antag cAMP 6.3, Vif imaging 5.4, TLR9-MyD88 block -5.9, N-glyco inh -0.5, NOD2-RIPK2 inh -6.0 and Exocytosis inh 3.5.
Cc1ccccc1CN1CCC(n2nccc2NC(=O)c2ccc3c(c2)OCO3)CC1 was read as ABCB6 inh MLPCN 97.0, aDG glyco act 0.0, MC4R ag barr -3.1, ABHD5 PLIN5 PPI -9.7, MC4R antag cAMP 2.9, Vif imaging -5.6, TLR9-MyD88 block 3.8, N-glyco inh -1.0, NOD2-RIPK2 inh -2.0 and Exocytosis inh 0.0.
COc1ccc(C(=O)Cc2ccc(OC)c(OC)c2)c(OC)c1 was read as ABCB6 inh MLPCN 100.0, aDG glyco act 0.5, MC4R ag barr 0.2, ABHD5 PLIN5 PPI 1.9, MC4R antag cAMP 3.4, Vif imaging -34.1, TLR9-MyD88 block -14.0, N-glyco inh -2.3, NOD2-RIPK2 inh 1.5 and Exocytosis inh 1.8.
CCOc1ccc(-n2c(Cc3cc(=O)[nH]c(=O)[nH]3)nnc2SCC(=O)Nc2nnc(C)s2)cc1 was read as ABCB6 inh MLPCN 98.0, aDG glyco act 0.0, MC4R ag barr -4.0, ABHD5 PLIN5 PPI -2.0, MC4R antag cAMP -2.6, TLR9-MyD88 block 5.5, N-glyco inh -1.8, NOD2-RIPK2 inh -7.8 and Exocytosis inh 1.7.
For COc1cc(NC(=O)CSCC(=O)Nc2cccc(C(F)(F)F)c2)c(Cl)cc1Cl the results were ABCB6 inh MLPCN 95.0, aDG glyco act 1.1, MC4R ag barr 2.6, ABHD5 PLIN5 PPI -4.8, MC4R antag cAMP -6.9, Vif imaging -3.2, TLR9-MyD88 block -2.7, N-glyco inh 1.5, NOD2-RIPK2 inh -0.6 and Exocytosis inh 2.0.
For COc1ccccc1NS(=O)(=O)c1cc(NC(=O)c2ccc(Cl)nc2)ccc1N1CCCC1 the results were ABCB6 inh MLPCN 100.0, aDG glyco act 0.4, MC4R ag barr 0.0, ABHD5 PLIN5 PPI 10.0, MC4R antag cAMP 15.7, Vif imaging -2.7, TLR9-MyD88 block -6.1, N-glyco inh -8.0, NOD2-RIPK2 inh -19.2 and Exocytosis inh 7.2.
For O=C(Nc1ccccc1)OCC(CN1CCCCC1)OC(=O)Nc1ccccc1 (configuration not stated) the results were ABCB6 inh MLPCN 98.0, aDG glyco act 0.0, MC4R ag barr 0.3, ABHD5 PLIN5 PPI 6.0, MC4R antag cAMP -2.6, Vif imaging -2.5, TLR9-MyD88 block 7.9, N-glyco inh 1.0, NOD2-RIPK2 inh -7.1 and Exocytosis inh 1.4.
COc1ccccc1NC(=O)C1CC(C)OC1=O (configuration not stated) was read as ABCB6 inh MLPCN 96.0, aDG glyco act -0.1, MC4R ag barr 0.0, ABHD5 PLIN5 PPI -1.4, MC4R antag cAMP 3.2, Vif imaging -0.3, TLR9-MyD88 block -9.3, N-glyco inh 0.5, NOD2-RIPK2 inh -5.5 and Exocytosis inh -1.5.
Screening CCn1c(CN2CCN(CCO)CC2)nc2ccccc21 returned ABCB6 inh MLPCN 101.0, aDG glyco act -0.7, MC4R ag barr -2.7, ABHD5 PLIN5 PPI -3.1, MC4R antag cAMP -5.8, Vif imaging -2.6, TLR9-MyD88 block 1.4, N-glyco inh 0.5, NOD2-RIPK2 inh -13.9 and Exocytosis inh 4.2.
CN(C)N1C(N)=C(C#N)C(c2cccs2)C2=C1CC(C)(C)CC2=O (configuration not stated) was read as ABCB6 inh MLPCN 93.0, aDG glyco act 0.5, MC4R ag barr 2.9, ABHD5 PLIN5 PPI -14.1, MC4R antag cAMP 25.4, Vif imaging -6.3, N-glyco inh 2.7, NOD2-RIPK2 inh -3.6 and Exocytosis inh -5.4.
Screening CC[n+]1c(C=C2C=C(C)OC(C)=C2)sc2ccccc21 returned ABCB6 inh MLPCN 723.0, aDG glyco act 2.1, MC4R ag barr -1.0, ABHD5 PLIN5 PPI 0.3, MC4R antag cAMP -29.8, TLR9-MyD88 block 1.0, N-glyco inh 13.7, NOD2-RIPK2 inh -14.4 and Exocytosis inh 0.0.
Screening S=C(NCc1ccccc1)NCc1ccc(Cl)cc1 returned ABCB6 inh MLPCN 97.0, aDG glyco act 0.2, MC4R ag barr -0.8, ABHD5 PLIN5 PPI -3.8, MC4R antag cAMP -3.3, Vif imaging -5.0, TLR9-MyD88 block -2.0, N-glyco inh 0.5, NOD2-RIPK2 inh -5.9 and Exocytosis inh -4.2.
`Oc1ccc2ccc(Cl)cc2c1` gave ABCB6 inh MLPCN 100.0, aDG glyco act 0.3, MC4R ag barr 1.5, ABHD5 PLIN5 PPI 0.7, MC4R antag cAMP -7.3, Vif imaging -3.0, TLR9-MyD88 block -0.5, N-glyco inh -0.8, NOD2-RIPK2 inh -16.7 and Exocytosis inh -2.3.

Screens (PubChem BioAssay)
